# NPSR antagonist = antagonists of human neuropeptide S receptor cAMP signaling; Q6W5P4; CHO-NPSR cells, cAMP TR-FRET, antagonist mode; Potency, µM (series often up to 38.3 µM), without a hit: at the top dose activity change, negative = inhibition, most hits filed as inhibitors; hit rate 1% among 220,000; AID 1461; note: potency is the fitted concentration of half-maximal effect; % is set by controls: 0 for no effect and ±100 for the full control effect; nearly all actives have a fitted effect of over 50% in size; many of its hits are not listed in these tables
# Target sequence (Q6W5P4 whole entry, looked up): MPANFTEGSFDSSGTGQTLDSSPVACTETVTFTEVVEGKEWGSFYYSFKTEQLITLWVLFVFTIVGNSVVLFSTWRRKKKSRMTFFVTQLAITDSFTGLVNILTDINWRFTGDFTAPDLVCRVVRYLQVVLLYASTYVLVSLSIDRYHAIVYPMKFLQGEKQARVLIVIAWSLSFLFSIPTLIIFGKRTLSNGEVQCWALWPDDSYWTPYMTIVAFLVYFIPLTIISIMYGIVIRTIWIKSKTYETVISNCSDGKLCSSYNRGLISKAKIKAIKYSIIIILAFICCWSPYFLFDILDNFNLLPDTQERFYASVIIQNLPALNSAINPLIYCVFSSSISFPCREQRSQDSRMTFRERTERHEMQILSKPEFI
# LMNA splice mod = LMNA splicing modulation; HeLa LMNA splicing GFP/RFP minigene ratio, 48 h; Potency, µM (series often up to 46.1 µM), for the others: top-dose ratio change, negative = inhibition, most hits filed as inhibitors; hit rate 0.01% among 200,000; active = well fitted inhibition curve with a large enough effect in the signal ratio, with a control signal flat, not every such curve was filed as active; inconclusive = small, poorly fitted or top-dose-only effect, or effect the other way, or a change in a side signal; the % refers to the signal ratio; note: potency is the fitted concentration of half-maximal effect; % is set by controls: 0 for no effect and ±100 for the full control effect
#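 S3 HeLa cells stably expressing lamin A-EGFP splicing minigene plus DsRed2, 600 cells/well, 48 h compound exposure at 37C. Laser-scanning cytometry; analysed as GFP (500-530 nm)/RFP (575-640 nm) total intensity ratio; 0.5% DMSO vehicle.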
# CBFb RUNX1 block = blocks binding between human CBF-beta and RUNX1; AlphaScreen CBFb-His/RUNX1-biotin binding, biochemical; Potency, µM (highest dose often 59.8 µM), for the others: top-dose activity, negative = inhibition, most hits filed as inhibitors; 230,000 tested, under 10 active; note: % of control where 0% means no effect
# Target sequence (Q01196 whole entry, looked up): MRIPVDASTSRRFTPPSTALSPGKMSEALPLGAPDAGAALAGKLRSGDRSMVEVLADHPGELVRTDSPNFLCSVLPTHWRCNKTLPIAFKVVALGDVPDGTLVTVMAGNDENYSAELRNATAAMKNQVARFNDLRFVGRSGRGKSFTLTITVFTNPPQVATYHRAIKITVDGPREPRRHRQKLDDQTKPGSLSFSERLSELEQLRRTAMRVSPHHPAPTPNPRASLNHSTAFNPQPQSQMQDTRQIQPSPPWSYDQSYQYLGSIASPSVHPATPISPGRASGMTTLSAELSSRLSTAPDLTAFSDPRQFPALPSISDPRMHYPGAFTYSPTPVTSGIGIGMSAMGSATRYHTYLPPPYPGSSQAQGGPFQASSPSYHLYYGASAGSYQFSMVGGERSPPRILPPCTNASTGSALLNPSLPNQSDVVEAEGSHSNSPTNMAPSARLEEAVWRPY
# Target sequence (Q13951 whole entry, looked up): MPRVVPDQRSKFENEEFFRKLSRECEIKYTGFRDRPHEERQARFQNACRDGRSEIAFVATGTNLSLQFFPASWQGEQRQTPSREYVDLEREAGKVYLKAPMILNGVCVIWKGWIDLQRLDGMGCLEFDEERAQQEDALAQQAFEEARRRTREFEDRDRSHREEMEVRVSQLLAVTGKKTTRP
#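 Proteins preincubated together for 20 min at RT before compound addition; 15 min later, nickel and streptavidin beads were added and left 90 min prior to AlphaScreen measurement.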
# Luc counter = counter-screen: inhibitors of Kinase-Glo firefly luciferase | Kinase-Glo luciferase, ATP luminescence, 8 min | Potency, µM (top dose mostly 38.3 µM), for the others: at the highest dose activity change, negative = inhibition, usual class: inhibitors | hit rate 0.28% among 200,000; note: potency is the fitted concentration of half-maximal effect; % is set by controls: 0 for no effect and ±100 for the full control effect; nearly all actives have a fitted effect of over 60% in size
#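 Luminescence was the read-out, taken after 8-minute incubation at ambient temperature. Luciferase turned over luciferin with 10 uM ATP in imidazole pH 7.2 buffer containing KCl, MgCl2, Tween 20 and BSA.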
# IMPase Li inh = membrane-permeable IMPase blocker, potentiated with lithium | CHO-M1 cells, IP1 TR-FRET (IP-One), carbachol + lithium | Potency, µM (top dose mostly 59.4 µM), without a hit: at the top dose activity, negative = IMPase inhibition, actives largely listed as inhibitors | hit rate 0.35% among 210,000;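 note: IP1 builds up when IMPase is blocked and the TR-FRET signal falls; potency is the fitted concentration of half-maximal effect; plate controls were basal vehicle for no effect and high inhibitor control for full effect; nearly all actives have a fitted effect of over 50% in size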
#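 CHO cells stably expressing M1 receptor (2000/well) were cultured 16–30 h, then exposed to compounds with a small lithium addition for 30 min at 37C. IP1 was measured by TR-FRET competition; AC50 from Hill fits.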
# aGal spleen mod = inhibits or activates alpha-galactosidase in human spleen homogenate. P06280. human spleen homogenate, 4MU-alpha-Gal fluorescence, 40 min. Potency, µM (series often up to 80 µM), for the others: at the highest dose activity change, negative = inhibition, most hits filed as inhibitors. hit rate 0.008% among 240,000. AID 2107;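 note: potency is the fitted concentration of half-maximal effect; 0% = enzyme with vehicle and -100% = no enzyme basal signal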
#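 Human spleen homogenate (1 ug) as enzyme source, 4-methylumbelliferyl-alpha-D-galactopyranoside 1 mM final, citrate/phosphate pH 5.0 with 0.01% Tween-20. Compounds 40 min at 37C, NaOH/glycine stop; fluorescence Ex 365/Em 440, Hill-fit AC50.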
# Epigenetic derep = regulators of epigenetic silencing causing reporter derepression in mouse cells; hit rate 0.2% among 280,000; murine LDR cells, GFP reporter derepression, 30 h; Potency, µM (series often up to 53.9 µM), inactives show top-dose GFP activation, actives largely listed as activators; note: potency is the fitted concentration of half-maximal effect; % of control where 0% means no effect; nearly all actives have a fitted effect of over 60% in size
#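 Murine LDR cells carrying a silenced, genomically integrated CMV-driven GFP reporter were exposed to compound for 30 hours at 37 C. After PBS washes, GFP-positive cells (20–120 um objects) were counted by laser-scanning microplate cytometry.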
# * marks the source's active call; other numbers are inactive results; ? = inconclusive; . = not tested or not shown; & = joins results of further samples; [ ] = dose if it differs, or a comment. Unless noted, calls come from the whole dose curve; as a rule, active = well fitted curve in the direction sought with a large enough effect; inconclusive = small, poorly fitted or top-dose-only effect, or another doubt; inactive = no such curve, though single readings can be large; an effect the other way counts as inactive or inconclusive. Not all compounds are listed, so the mix of outcomes need not match the whole.
SMILES,NPSR antagonist,LMNA splice mod,CBFb RUNX1 block,Luc counter,IMPase Li inh,aGal spleen mod,Epigenetic derep
COc1ccc(CCN2C(=O)c3[nH]nc(-c4ccccc4O)c3C2c2ccc(C)cc2)cc1OC (stereo not given),-20.7%[46.1 µM],?,3.3%,-1.1%,43.6%[activator][38.3 µM],-0.6%,0.9%
COc1ccc(/C=C/C(=O)Nc2ccccc2Cl)cc1S(=O)(=O)N1CCOCC1,-16.4%,.,5.7%,.,.,2.6%,-1.8%
CCOc1ccc2c(c1)[N+](C)(C)C(C)(C)C=C2C,9.4%,.,7.0%,-0.6%,-0.7%,3.8%,1.1%
COc1ccc(S(=O)(=O)N(C)c2ccc(C(=O)N3CCOCC3)cc2)cc1,-6.7%[46.1 µM],14.8%,9.2%,2.3%,-12.5%[38.3 µM],-2.3%,-0.8%
CCn1c(SCC(=O)Nc2ccc3[nH]c(=O)[nH]c3c2)nnc1-c1ccccc1,17.5%,.,3.4%,.,.,-2.3%,0.0%
O=C(NCCc1cccs1)C1CC(c2cccc(F)c2)=NO1 (stereo not given),21.1%,.,24.0%,.,.,17.6%,3.1%
CCCOc1ccc(C(C)=O)cc1CSCCC#N,-10.7%[46.1 µM],-9.0%,19.7%,1.4%,3.9%,-5.6%,-0.8%
Cc1cc(C)c2c(=O)[nH]c(SCc3ccc([N+](=O)[O-])cc3)nc2n1,22.1%,.,-2.2%,-0.2%,8.0%,0.9%,2.3%
COc1ccc(C(=O)CN2C(=O)NC(C)(c3ccccc3)C2=O)cc1OC (stereo not given),-3.8%[46.1 µM],21.1%,0.9%,5.2%,-8.7%[38.3 µM],-2.1%,-1.2%
Cc1ccc(S(=O)(=O)CC(=O)Nc2nc(-c3ccccc3)cs2)cc1,-15.8%[46.1 µM],-6.0%,-2.8%,0.8%,16.0%[38.3 µM],8.7%,0.9%
Cc1cc(=O)[nH]c2nnnn12,-15.0%,.,25.3%,.,.,-1.9%,-0.2%
COc1ccc2c(c1)N(C)/C(=C1/SC(=NCc3ccccc3)N(c3ccccc3)C1=O)S2,?,1.3%,4.7%,4.5%,-1.8%[38.3 µM],-24.5%,?
Cc1nc2ccccc2n1CCc1ccccc1,-15.4%,3.1%[46 µM],12.0%,-0.9%,13.1%,7.9%,0.3%
COc1cc(CNC(C)(C)CO)cc(Br)c1OCc1ccc(Cl)cc1,-35.2%,-7.4%,1.7%,-2.6%,-0.8%,-4.0%,-1.8%
O=C(O)c1ccccc1NS(=O)(=O)c1ccc2c3c(cccc13)C(=O)N2,4.9%[46.1 µM],-1.5%,6.0%,6.8%,3.7%[38.3 µM],14.8%,0.1%
COC(=O)c1sccc1NC(=O)NC1CCCCC1,9.8%,3.7%[46 µM],0.3%,-10.7%,-7.2%,-2.8%,-5.9%
CC(C)(S)[C@H](N)C(=O)O,.,.,?,-6.5%[7.66 µM],-1.1%&13.2%,-9.4%,0.8%
Cc1cccc(C)c1NC(=S)N/N=C/c1ccc(C(=O)O)cc1,3.2%,.,-2.6%,.,.,5.4%,-1.0%
CC(C)(C)Oc1ncc(Br)c(OC(C)(C)C)n1,6.5%[46.1 µM],-5.0%,1.6%,0.5%,1.1%[38.3 µM],7.4%,-0.7%
CC1(C)C(c2cccs2)=[N+]([O-])C2(CCCCC/C2=N\NC(N)=S)N1O (stereo not given),-0.9%[46.1 µM],10.5%,15.5%,4.1%,22.3%[38.3 µM],-0.7%,2.1%
Cc1ccc2cc(CN(CC3CCCO3)C(=S)NCc3ccco3)c(=O)[nH]c2c1C (stereo not given),5.9%,?,-0.7%,0.3%,0.8%,2.9%,-0.1%
CCC(CO)NC(=O)c1cccc(S(=O)(=O)N2c3ccccc3CC2C)c1 (stereo not given),-10.4%[46.1 µM],3.2%,0.9%,-1.1%,4.6%[38.3 µM],9.2%,0.8%
CC(=O)Nc1ccc(S(=O)(=O)N2CCN(C(=O)c3ccccc3F)CC2)cc1,8.5%[46.1 µM],?,9.1%,2.7%,2.8%,0.1%,1.0%
CC1CCN(c2ccc(C(=O)Nc3ccc4c(c3)OCO4)cc2[N+](=O)[O-])CC1,-36.6%,?,-20.9%,-5.0%,4.5%,8.2%,-0.9%
COCCCn1c2nc3ccccc3nc2c2c(=O)n(Cc3ccc(Cl)cc3)cnc21,-7.6%[46.1 µM],0.7%,10.7%,-3.0%,-7.5%[38.3 µM],-6.7%,0.8%
O=C(Nc1ccc(Cl)cc1)Nc1csc([N+](=O)[O-])c1,?,.,3.7%,.,.,-3.0%,1.1%
CCC(C)NC(=O)C1CCN(S(=O)(=O)c2cccs2)CC1 (stereo not given),-13.9%[46.1 µM],-7.3%,-0.4%,-0.6%,-6.6%[38.3 µM],0.0%,-2.0%
Cc1ccccc1NC(=O)N1CCCC1C(=O)NCc1cccs1 (stereo not given),-5.3%,-2.4%,-2.6%,0.4%,11.7%,9.8%,-1.0%
COc1cccc(NC(=O)Cc2cccs2)c1,-8.9%[46.1 µM],7.4%,6.5%,-0.7%,-3.2%[38.3 µM],-3.6%,-2.2%
Cc1cc(NC(=O)c2cccc(S(=O)(=O)N3CC(c4ccccc4)CC3=O)c2)no1 (stereo not given),-18.3%[46.1 µM],?,8.9%,2.8%,32.8%[38.3 µM],5.3%,-0.8%

# Quoted from the listing:
# `CC1(C)C(c2cccs2)=[N+]([O-])C2(CCCCC/C2=N\NC(N)=S)N1O` (stereo not given) in Luc counter is listed with 4.1%
# `COC(=O)c1sccc1NC(=O)NC1CCCCC1` in NPSR antagonist is listed with 9.8%

# (more compounds)
SMILES,NPSR antagonist,LMNA splice mod,CBFb RUNX1 block,Luc counter,IMPase Li inh,aGal spleen mod,Epigenetic derep
CCOC(=O)c1cnc2c(cnn2C)c1NCCC(O)C(F)(F)F (stereo not given),-16.6%[46.1 µM],5.4%,6.7%,-3.8%,-3.3%[38.3 µM],-0.6%,-1.1%
CCc1ccc(-c2nc(C)c(CCO)c(=O)[nH]2)cc1,4.3%,.,-0.9%,0.3%,-1.7%,3.7%,-2.0%
CCn1ncc(Cl)c1C(=O)Nc1cc(Cl)ccc1Cl,-17.8%[46.1 µM],1.8%,25.9%,-0.3%,-0.8%[38.3 µM],1.4%,0.0%
O=C(NCCN1CCN(c2cccc(Cl)c2)CC1)c1ccc(CSc2nc3ccncc3[nH]2)cc1,-9.7%,.,-9.2%,0.9%,8.5%,2.6%,8.2%
CN(C)C(=O)CCc1nc2sc3c(c2c(=O)[nH]1)CCCC3,-7.9%[46.1 µM],-6.1%,1.5%,-2.0%,3.7%[38.3 µM],2.0%,-1.0%
CC(=O)N1N=C(c2ccc(C(C)(C)C)cc2)OC1(C)C,-1.2%[46.1 µM],-13.7%,-1.5%,.,.,1.4%,0.1%
CCCOc1ccc(CSc2n[nH]c(C)n2)cc1,5.4%,.,9.8%,.,.,16.7%,0.0%
CCN(CC)c1ccc(/C=C/C(=O)c2cccnc2)cc1,?,-15.7%[9.22 µM],-0.4%,-4.3%,1.3%,0.9%,0.0%
COc1ccc(-c2c(C)oc3c(CN4CCN(C)CC4)c(O)ccc3c2=O)cc1,7.5%[46.1 µM],-11.6%,-3.0%,3.6%,-5.5%[38.3 µM],6.8%,-0.8%
CN(/N=C/c1cc(Cl)cc(Cl)c1O)c1c(Cl)cccc1[N+](=O)[O-],?,.,5.4%,.,.,-1.0%,0.0%
CN(CC(=O)Nc1nc2ccccc2s1)S(=O)(=O)c1ccccc1,-2.2%[46.1 µM],-4.7%,3.1%,4.6%,9.9%[38.3 µM],-1.9%,0.0%
CC(C)SCCCCOc1ccc2ccccc2c1,-0.6%[46.1 µM],8.4%,7.6%,-5.6%,8.1%[38.3 µM],4.9%,2.2%
CCC(=Nc1ccccc1O)C1=C(O)CC(c2ccccc2)CC1=O (stereo not given),-25.0%,.,-11.4%,.,.,-3.3%,10.3%
O=C(CCSCc1ccc(Cl)cc1)NC1CCCC1,-15.1%[46.1 µM],-10.6%,-0.3%,0.8%,3.3%,-5.4%,0.0%
CC(=O)c1cc(C#N)c(SCc2ccc(F)cc2)nc1C,-12.4%[46.1 µM],3.9%,2.0%,19.7%,34.8%[38.3 µM],3.0%,3.5%
Cc1cc(Cl)ccc1OCC(=O)N1C(C)CCCC1C (stereo not given),9.8%[46.1 µM],-7.0%,13.3%,-1.3%,16.3%,4.3%,-0.9%
COc1cc(COc2cc(N)c(Cl)cc2C(=O)CCC2CCN(CCNS(C)(=O)=O)CC2)cc(OC)c1,.,.,2.2%,-0.7%,-28.7%&18.8%,5.1%&1.4%,?
Cc1ccc(-c2cc(C(=O)Nc3nccs3)c3ccccc3n2)o1,0.4%,?,-26.4%,-8.4%,-8.6%,6.7%,0.3%
N#Cc1c(NC(=O)c2ccncc2)sc2c1CCC2,-20.0%[46.1 µM],?,-29.7%,-0.1%,23.5%,-0.4%,-3.6%
COc1ccc(S(=O)(=O)N2CCCCCC2)cc1NC(=O)Cc1ccccc1F,-33.3%,.,9.3%,.,.,-4.8%,2.3%
O=C(N1CCN(c2ccccc2)CC1)C12CC3CC(CC(C3)C1)C2,-14.6%[46.1 µM],?,-4.8%,-0.8%,17.5%[38.3 µM],5.6%,-1.1%
CC(Oc1ccccc1)C(=O)NNC(=O)c1ccccn1 (stereo not given),6.9%,?,?,0.6%,-0.1%,-6.7%,-1.8%
CN1C2CCC1CC(OC(c1ccccc1)c1ccccc1)C2 (stereo not given),3.6%[46.1 µM],?,7.8%&-2.4%&7.9%,-0.5%&-4.9%,18.6%&27.9%,-2.2%&7.9%&9.0%,-0.2%&-1.3%&-1.6%
COc1ccccc1NCCC(=O)OCC(=O)NC1CCCCCC1,11.1%,-16.6%,0.6%,-1.4%,-2.4%,3.0%,-1.1%
CCC(C)NC(=O)COC(=O)c1ccc(Cl)cc1O (stereo not given),3.8%,-18.3%[46 µM],4.0%,3.3%,-1.4%,15.4%,1.1%
COCCOC(=O)c1c(C)oc2ccc(OCC=C(C)C)cc12,-12.5%[46.1 µM],20.8%,28.9%,0.4%,10.8%[38.3 µM],-1.7%,0.1%

# Screening results (PubChem)
